# From PubChem
# Apaf-1 inh: blocks human Apaf-1 apoptosome activity; reconstituted apoptosome caspase-3 activity, DEVD-Rh110 fluorescence; inhibition, % at 20 µM; 330,000 tested, 0.71% active; AID 489030; active = inhibition of at least 40% at 20 µM;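 also: plate controls were DMSO wells for no effect and DEVD-CHO caspase inhibitor wells for full effect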
#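 Assay system – apoptosome proteins · Medium – Hepes buffer, pH 7.5 · Also added – cytochrome c with DEVD-Rh110 · Timing – 30 min compound preincubation, 50 min activation, room temperature · Detection – Rh110 fluorescence, excitation 480 nm, emission 540 nm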
# EBI2 block: antagonists of human EBI2 receptor | EBI2 beta-arrestin recruitment, luminescence, 7a,25-OHC stimulated | inhibition, % at 5 µM | 360,000 tested, 0.81% active; in the data active = inhibition above about 38%;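 also: enzyme fragment complementation signal reports receptor beta-arrestin coupling in cells; 0% = agonist plus DMSO wells and 100% = wells without agonist; some results beyond the cut were filed as inactive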
# Target sequence (P32249 whole entry, looked up, the tested form may be a part): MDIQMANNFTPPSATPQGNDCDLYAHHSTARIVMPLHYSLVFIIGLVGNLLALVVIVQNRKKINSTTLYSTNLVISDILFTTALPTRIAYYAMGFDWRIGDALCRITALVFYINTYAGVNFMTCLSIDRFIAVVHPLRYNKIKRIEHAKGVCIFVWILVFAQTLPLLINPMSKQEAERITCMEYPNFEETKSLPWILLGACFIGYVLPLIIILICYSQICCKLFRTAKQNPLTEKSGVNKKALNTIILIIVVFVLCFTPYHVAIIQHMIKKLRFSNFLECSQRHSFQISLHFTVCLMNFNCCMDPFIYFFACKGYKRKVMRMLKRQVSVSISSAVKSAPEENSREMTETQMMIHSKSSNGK
# Jurkat NFkB inh: lowers PMA/ionomycin-induced NF-kB signal in Jurkat cells. PMA/ionomycin-induced NF-kB luciferase reporter, luminescence. inhibition, % at 4 µM. 330,000 tested, 0.53% active
# 697 NFkB inh: inhibitors of the PMA/ionomycin-induced NF-kB reporter in 697 B cells. 697 B-cell NF-kB luciferase reporter, 16 h. AID 435022. 330,000 tested, 0.33% active. inhibition, % at 4 µM; in the data active = inhibition above about 35%
# CCR6 antag: blocks CCL20-driven beta-arrestin recruitment at human CCR6 | P51684 | CHO-K1 CCR6 PathHunter beta-arrestin, luminescence, CCL20-stimulated | inhibition, % at 20 µM | 340,000 tested, 0.49% active;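 active = compounds whose inhibition of the agonist-driven luminescence signal at 20 µM reaches about 50%, limit read from the data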;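 also: cells stimulated with CCL20 at 14 nM final; plate controls were DMSO with CCL20 for no effect and DMSO without agonist for full effect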
# Target sequence (P51684 whole entry, looked up): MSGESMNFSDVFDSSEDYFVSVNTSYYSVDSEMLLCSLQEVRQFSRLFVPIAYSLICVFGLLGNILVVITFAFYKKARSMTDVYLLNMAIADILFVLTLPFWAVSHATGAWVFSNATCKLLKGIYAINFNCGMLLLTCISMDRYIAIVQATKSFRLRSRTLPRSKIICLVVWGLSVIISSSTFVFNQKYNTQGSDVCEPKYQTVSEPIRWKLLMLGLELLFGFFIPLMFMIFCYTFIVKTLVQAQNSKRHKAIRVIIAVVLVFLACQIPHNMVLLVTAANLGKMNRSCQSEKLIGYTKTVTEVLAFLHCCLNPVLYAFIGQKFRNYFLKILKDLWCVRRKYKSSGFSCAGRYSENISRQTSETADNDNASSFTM
# Gli-Sufu antag: blocks Gli-Sufu signaling in a luciferase reporter | inhibition, % at 5 µM | Sufu-KO-LIGHT fibroblasts, Gli luciferase reporter luminescence | 340,000 tested, 0.74% active;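 active = inhibition above about 55%, limit read from the data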;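 also: 0% = DMSO-treated cells and 100% = wells with medium but no cells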
# UBC13 inh: blocks human UBC13 polyubiquitin chain formation; inhibition, % at 20 µM; P61088; AID 485273; TR-FRET; 330,000 tested, 0.47% active; in the data active = inhibition above about 45%, passing the limit was not always enough
# Target sequence (P61088 whole entry, looked up): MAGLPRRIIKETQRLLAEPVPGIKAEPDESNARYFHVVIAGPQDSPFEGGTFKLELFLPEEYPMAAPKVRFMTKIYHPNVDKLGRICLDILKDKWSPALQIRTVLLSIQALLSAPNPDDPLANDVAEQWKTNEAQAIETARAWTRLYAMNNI
# SENP8 block: SENP8 protease inhibition; Q96LD8; purified SENP8, Z-RLRGG-aminoluciferin cleavage, luminescence; inhibition, % at 10 µM; 330,000 tested, 1.2% active; AID 2540
# Numbers without * were called inactive; / = no result given. Rule as the data show it, unless noted: active = inhibition above about 50%; inactive = the rest. These rows are one share of the data, so the mix of outcomes need not match the whole.
SMILES,Apaf-1 inh,EBI2 block,Jurkat NFkB inh,697 NFkB inh,CCR6 antag,Gli-Sufu antag,UBC13 inh,SENP8 block
CC(C)C(=O)NC(=S)Nc1ccc(S(=O)(=O)Nc2nccs2)cc1,-2,9,-1,-2,9,-1,-4,-1
CCC(=O)Nc1ccc(S(=O)(=O)Nc2ccccn2)cc1,-3,-12,11,16,5,5,2,1
O=C(NC1CCCCC1)c1cc(-c2cccc(Cl)c2)on1,6,8,-58,-31,18,-32,8,-6
COc1ccc(N(CC(=O)N2CCN(C)CC2)S(=O)(=O)c2cc(C)ccc2OC)cc1Cl,7,-2,3,-3,7,8,3,-2
COCCCn1c(=O)c2sccc2n2c(CCCC(=O)N3CCN(c4ccccn4)CC3)nnc12,-1,-13,9,17,14,-10,-6,-1
C=CCN(CC=C)C(=O)C1CCN(S(=O)(=O)c2ccc(-n3cnnn3)cc2)CC1,6,-12,-8,11,2,13,1,-6
COCCn1ccc2c(OCC(=O)NCCc3ccccc3)cccc2c1=O,0,2,2,18,5,-3,-3,6
CN1CCCN(Cc2nc(-c3ccc(Cl)cc3)no2)CC1,-2,-5,-32,-10,-1,-1,15,3
O=C(NCCC(=O)N1CCN(C(=O)c2ccco2)CC1)c1ccccc1Cl,-5,-2,-17,-21,0,-4,0,0
COc1cccc(-c2c(C#N)c(SC)nc3cc(C)nn23)c1,-3,-9,-2,2,4,-2,19,4
CCOC(=O)c1ccc(NC(=O)c2nc[nH]c2C(=O)NCCCNC(=O)c2[nH]cnc2C(=O)Nc2ccc(C(=O)OCC)cc2)cc1,-1,-7,3,8,-10,-15,15,-3
CCOC(=O)C(CCCOc1ccc(C)cc1)C(=O)OCC,26,-4,-12,3,12,7,-4,-6
O=C1CCCc2nn(-c3ccccc3)nc21,3,-11,-5,-9,18,-18,0,-15
COc1cc(C(c2c(O)cc(C)[nH]c2=O)c2c(O)cc(C)[nH]c2=O)ccc1O,0,1,-5,13,11,7,2,1
C=C(C)C(=O)N1CC2(CC(c3cccc(NC(=O)CCCCC)c3)=NO2)C[C@H]1C(N)=O (stereo partly specified),-2,-9,6,13,9,-11,-1,-6
CCOC(=O)c1cc(C(=O)Nc2ccc(S(=O)(=O)Nc3ccc(OC)cc3)cc2)nn1C,11,8,-12,-24,/,/,-6,-12
CCOC(=O)c1ccc(-n2c(CN3CCN(CC)CC3)nc3ccc([N+](=O)[O-])cc3c2=O)cc1,-7,-8,1,6,7,8,13,9
CCOC(CCNC(=O)c1cc(-c2cccs2)nc2ccccc12)OCC,3,1,-5,13,6,6,42,5
COc1ccc(/C=C\C(=O)O[C@@H]2C(O)C(O[C@@H]3OC(C)[C@H](O[C@@H]4OCC(O[C@H]5O[C@H](CO)[C@@H](O)C(O)C5O)C(O)C4O)C(O)C3O)[C@H](OC(=O)[C@]34CCC(C)(C)C[C@@H]3C3=CCC5[C@@]6(C)CC(O)C(O[C@@H]7OC(CO)C(O)[C@H](O)[C@H]7O)[C@@](C)(C(=O)O)C6CC[C@@]5(C)[C@]3(CO)CC4)O[C@H]2C)cc1 (stereo partly specified),12,-8,29,49*,-14,33,-23,-15
CCCS(=O)(=O)N1CCCC(C(=O)Oc2ccc(Cl)cc2)C1 (stereo unspecified),3,-16,9,2,4,-4,-4,-5
O=C1CSC(=S)N1/N=C/c1c(F)cccc1F,13,10,7,-1,-4,-4,3,0
COc1cccc(OCc2nnc3n2N=C(c2ccccc2)C(CC(=O)O)S3)c1 (stereo unspecified),0,1,10,-3,7,1,0,3
O=C(CSc1nc2ccccc2o1)Nc1ccccc1N1CCCCCC1,35,16,-3,-57,26,5,-7,-2
Cc1cc(S(=O)(=O)N2CCOCC2)ccc1OCC(=O)Nc1ccc(F)cc1F,1,3,4,4,-4,-6,1,3
CCN(c1cccc(C)c1)S(=O)(=O)c1ccc2c3c(cccc13)C(=O)N2,14,26,0,-3,20,9,6,8
Cc1noc(C)c1S(=O)(=O)N(CC(=O)NCc1ccccc1)c1ccc(C(C)C)cc1,17,20,-3,-7,19,-11,-9,9
COc1ccccc1N1CCN(CCC(=O)Nc2ccc(F)cc2)CC1,-2,-1,-3,12,9,16,-2,3
CSc1nc(C)cc(OCCO)n1,-5,-4,8,19,1,-6,6,3
O=S(=O)(c1ccccc1)N1CCN(Cc2cccc(Br)c2)CC1,9,-4,-5,-8,10,6,-1,-11
COc1ccc(CNC(=S)Nc2cc(C)ccc2C)cc1,3,4,-25,-52,5,1,-13,-11
COc1ccc([C@H]2CC(=O)C=C(c3ccc(SC)cc3)C2)cc1,14,71*,-9,-9,20,-31,19,-4
CC1C/C(=N/Nc2ccc([N+](=O)[O-])cc2[N+](=O)[O-])CC(C)(C)C1 (stereo unspecified),6,2,1,-3,-1,13,-22,0
CCCCCC/C(C=O)=C\c1ccccc1,-6,-2,10,0,7,-3,7,12
CCSc1nnc(SCC(=O)NNC(=O)c2ccccc2F)s1,10,12,-4,7,-6,3,2,4
Cc1nnsc1C(=O)NNC(=O)Nc1ccccc1,-1,10,3,15,-14,1,7,-13
COc1ccccc1CN=C1Nc2ccccc2CS1,-1,0,-42,-40,-1,-14,12,24
Cc1ccccc1N1CCN(C2CCCN(C(=O)c3noc4c3CCCC4)C2)CC1 (stereo unspecified),21,5,-10,7,20,22,-3,-2
CC(CC(=O)Nc1cccc(S(=O)(=O)N2CCCCC2)c1)c1ccccc1 (stereo unspecified),18,-9,-7,-3,11,5,5,-11
Cc1nn(C)c(C(=O)N/N=C/c2ccccc2)c1[N+](=O)[O-],-5,-4,-7,-9,31,3,-11,-9
COc1cccc(NC(=S)Nc2cc(C(=O)O)ccc2N2CC3CC(C2)c2cccc(=O)n2C3)c1 (stereo unspecified),-1,7,-21,-2,1,-4,1,0
O=C1CCCC(O)=C1C=Nc1ccc(O)cc1,8,0,20,6,-18,-11,-6,-1
CCC(C)OC(=O)C1C(c2ccccc2)C(C(=O)O)C1c1ccccc1 (stereo unspecified),17,-2,-3,-11,-21,-7,-12,1
CCOC(=O)/C=c1\sc2n(c1=O)CCN=2,-14,-8,-5,1,-7,6,0,1
COc1ccc2sc(-c3ccc(N(C)C)cc3)c(C#CCCO)c2c1,18,-13,-34,-43,-19,7,30,-7
CN(Cc1ccc(F)cc1)C(=O)CNC(=O)c1cccs1,56*,12,-10,10,4,17,27,-7
Cc1c(C(=O)O)oc2ccc(S(=O)(=O)N3CCCCC3C(=O)O)cc12 (stereo unspecified),3,-4,1,10,-5,3,-1,2
Cc1ccc(C(=O)NCC(=O)N2CCN(c3ncccn3)CC2)s1,8,-4,-8,6,10,-10,-6,-6
COc1ccc(C(=O)N2CCN(c3cccc(C)c3C)CC2)cc1S(=O)(=O)NC1CC1,19,8,12,-27,-9,10,4,1
CN(CC(=O)NCCCN1CCOCC1)S(=O)(=O)c1ccc(F)cc1,0,-10,2,3,16,9,2,-4
CC(C)COn1c(=S)[nH]c2ccccc2c1=O,-6,2,-4,-27,9,1,9,6
CCn1c2ccccc2c2cc(NC(=O)C(C)OC(=O)c3ccc(NC(=O)CC#N)cc3)ccc21 (stereo unspecified),1,-14,0,11,7,-6,-26,-18
O=C(NC(=S)NN1CCCCC1c1cccnc1)c1ccc(Cl)cc1Cl (stereo unspecified),8,5,3,-24,10,1,-1,-6
CCN1C(=O)CSC1=Nc1ccccc1Cl,-12,-1,1,11,13,1,5,6
COc1cc(OC)cc(-c2cc3nc4c(c(N5CCN(c6ncccn6)CC5)n3n2)CCCC4)c1,16,20,1,7,11,14,13,-10
O=C1C=C(c2ccc(C(=O)O)cc2)C[C@@H](c2ccc3c(c2)OCO3)C1,9,-6,-31,-3,10,28,-21,-7
O=C(O)[C@]1(S(=O)(=O)c2ccccc2)C[C@@H]2ON=C(c3cccc(Br)c3)[C@@H]2C1,4,-8,-22,-25,3,-8,-7,7
O=C(Nc1ccccc1OC(F)F)c1oc2ccccc2c1COc1ccccc1,-180,1,-15,-16,20,-18,6,-14
NC(=O)CSc1ccc(Br)cc1,-5,-16,6,7,-12,16,2,8
CC(=O)N1CCCc2cc(S(=O)(=O)CCC(=O)N3CCN(c4cccc(C)c4)C(C)C3)ccc21 (stereo unspecified),14,1,-14,-7,7,4,-2,-10
CC(C)(C)NC(=O)NC(=O)CN1c2cccc3cccc(c23)S1(=O)=O,14,4,-6,-24,3,/,0,-5

# Some of these compounds in order of molecular weight, low to high:
SMILES,Apaf-1 inh,EBI2 block,Jurkat NFkB inh,697 NFkB inh,CCR6 antag,Gli-Sufu antag,UBC13 inh,SENP8 block
Cc1ccc(C(=O)NCC(=O)N2CCN(c3ncccn3)CC2)s1,8,-4,-8,6,10,-10,-6,-6
COc1ccc2sc(-c3ccc(N(C)C)cc3)c(C#CCCO)c2c1,18,-13,-34,-43,-19,7,30,-7
CC(=O)N1CCCc2cc(S(=O)(=O)CCC(=O)N3CCN(c4cccc(C)c4)C(C)C3)ccc21 (stereo unspecified),14,1,-14,-7,7,4,-2,-10

# (listing goes on)
SMILES,Apaf-1 inh,EBI2 block,Jurkat NFkB inh,697 NFkB inh,CCR6 antag,Gli-Sufu antag,UBC13 inh,SENP8 block
CN(C)c1nc(NCc2ccccc2)nc(Oc2ccc(=O)[nH]n2)n1,-1,11,-7,2,11,-6,4,3
CCn1cc(C(=O)NCCC(=O)NCCCO)c(=O)c2cc3c(cc21)OCO3,2,2,11,18,3,3,8,-2
O=C(COc1ccccc1)N1CCN(c2ncnc3c2cnn3-c2ccccc2)CC1,10,40,5,2,-21,2,-4,-10
COc1ccc(C)cc1N(CC(=O)NCCSCc1cccc(Cl)c1)S(C)(=O)=O,11,5,-3,-14,1,19,-5,-6
CC(C(=O)Nc1ccc(C#N)cc1)N(C)Cc1cccs1 (stereo unspecified),5,3,7,12,8,-14,-8,1
CCCCn1c(N)c(N(CC(C)C)C(=O)c2ccc(Cl)c(S(=O)(=O)N3CCCC3)c2)c(=O)[nH]c1=O,11,0,-12,-19,5,-5,-10,-5
Cc1ccc(S(=O)(=O)N2CCC3(CC2)OCCN3S(=O)(=O)c2c(C)cc(C)cc2C)cc1,13,6,9,13,17,41,0,9
COC(=O)COC(=O)c1ccc(O)cc1,-4,-17,13,6,10,-1,1,3
Cc1ccc2nc(NC(=O)CCNS(=O)(=O)c3ccc(Br)s3)sc2c1,-6,-1,-15,5,-14,-16,6,-13
CCCCc1ccc(-c2csc(/C(C#N)=C\c3ccc(C)o3)n2)cc1,2,1,-11,7,4,-2,-2,7
CCOC(=O)NC(=O)C(=CNc1cccc(C)c1)C(=O)NC(=O)OCC,3,-11,-2,8,-9,-3,1,-5
Cc1cc(C)nc(-n2nc(C)c3c(C(F)F)cc(C)nc32)n1,0,-4,-8,10,3,-14,-7,-7
O=c1c(Cc2ccc(Cl)cc2Cl)c(O)ccn1Cc1ccc(Cl)cc1,12,-5,-7,8,-1,4,-4,3
COc1ccc(CC(=O)NCc2ccccc2)cc1,1,1,41,-49,-3,-13,-3,3
O=C(CSc1ncccn1)N1CCCCCC1,-12,2,-4,-8,-9,1,4,1
O=C(Cn1ncc2c(=O)oc3ccccc3c21)NCCc1ccsc1,3,5,5,15,0,-8,3,3
COc1ccc(Cl)cc1S(=O)(=O)N1CCC(C(=O)NCc2ccco2)CC1,-1,5,16,13,17,-1,-4,-2
CCOC(=O)c1cnc2ccc(OC)cc2c1NCc1ccccc1,17,19,5,-15,18,33,18,2
COc1cc(CC(=O)OCC(=O)Nc2ccc(S(=O)(=O)N3CCCC3)cc2)cc(OC)c1OC,-2,-9,14,15,2,2,5,2
COC(=O)c1ccc(C(=O)NCCCCO)cc1,-5,-9,-7,5,4,-2,-9,-8
COc1ccc(-c2nn(CCC(=O)O)cc2/C=C/C(=O)O)cc1[N+](=O)[O-],-4,-9,4,18,12,-9,22,-3
